HCMV antiviral: blocks human cytomegalovirus replication; HFF cells, HCMV-luciferase reporter, 72 h; stronger effect = lower value; activity change, negative = inhibition, % at 57.5 µM; 4.5% of 410,000 active; AID 1259415; in the data active means activity change below about -60%; inconclusive means no clear call, values can overlap the other calls; inactive means above about -39%
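Inhibition of viral replication was scored as loss of reporter luminescence in HFFs infected with HCMV-luciferase (MOI 1 PFU/cell) for 72 h; compounds tested at 2 doses, normalized to buffer and Salinomycin controls.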
AmpC inh detg: AmpC beta-lactamase inhibition with detergent present; P00811; 0.041% of 370,000 active; AID 485294; Potency, µM (series often up to 114 µM), for the others: at the highest dose activity change, negative = inhibition, hits mostly inhibitors; AmpC hydrolysis of nitrocefin, absorbance 480 nm, 0.01% Triton;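 further: potency means the concentration at half of the fitted maximal effect; 0% = no-compound wells and -100% = no-enzyme wells; nearly all actives have a fitted effect of over 25% in size; some results filed as inactive show a strong effect at the top dose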
Target sequence (P00811 whole entry, looked up): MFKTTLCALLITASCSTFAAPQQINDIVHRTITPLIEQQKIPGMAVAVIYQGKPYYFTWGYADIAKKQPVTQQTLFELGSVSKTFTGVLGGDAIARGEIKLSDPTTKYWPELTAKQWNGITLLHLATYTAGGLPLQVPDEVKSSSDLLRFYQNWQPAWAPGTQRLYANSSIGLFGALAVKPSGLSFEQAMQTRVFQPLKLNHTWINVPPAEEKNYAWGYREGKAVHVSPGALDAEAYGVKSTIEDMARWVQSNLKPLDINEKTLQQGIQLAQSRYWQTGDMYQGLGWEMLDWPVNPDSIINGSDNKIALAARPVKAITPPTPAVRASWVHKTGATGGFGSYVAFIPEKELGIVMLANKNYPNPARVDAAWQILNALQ
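20 mM phosphate pH 7.0 + 0.01% (detergent screen) or 0.0001% Triton X-100; 5.3 nM AmpC reagent; cpd preinc 15 min RT; nitrocefin (800 uM stock) to start; A480 q20 s × 4 min; Activity was normalised to no-enzyme and no-compound control wells.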
AMA1 RON2 block: AMA1-RON2 (P. falciparum) interaction inhibition; AlphaScreen AMA1-biotinylated RON2 peptide binding; Potency, µM (series often up to 58.2 µM), without a hit: at the highest dose activity change, negative = inhibition, hits mostly inhibitors; 0.2% of 360,000 active;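 further: potency means the concentration at half of the fitted maximal effect; 0% = vehicle wells and -100% = peptide control; nearly all actives have a fitted effect of over 45% in size; some results filed as inactive show a strong effect at the top dose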
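AMA1 (3D7) with his tag at 25 nM final met compounds first, then biotinylated RON2 peptide at 25 nM; detection used donor plus acceptor beads, 10 µg/mL apiece, read by AlphaScreen after 30 min at room temperature.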
FBPA Giardia inh: inhibitors of Giardia lamblia fructose-1,6-bisphosphate aldolase. A8B2U2. purified Giardia FBPA. Potency, µM (series often up to 59.6 µM), without a hit: at the top dose activity, negative = inhibition, actives largely listed as inhibitors. 0.71% of 290,000 active; further: potency means the concentration at half of the fitted maximal effect; nearly all actives have a fitted effect of over 55% in size
Target sequence (A8B2U2 whole entry, looked up): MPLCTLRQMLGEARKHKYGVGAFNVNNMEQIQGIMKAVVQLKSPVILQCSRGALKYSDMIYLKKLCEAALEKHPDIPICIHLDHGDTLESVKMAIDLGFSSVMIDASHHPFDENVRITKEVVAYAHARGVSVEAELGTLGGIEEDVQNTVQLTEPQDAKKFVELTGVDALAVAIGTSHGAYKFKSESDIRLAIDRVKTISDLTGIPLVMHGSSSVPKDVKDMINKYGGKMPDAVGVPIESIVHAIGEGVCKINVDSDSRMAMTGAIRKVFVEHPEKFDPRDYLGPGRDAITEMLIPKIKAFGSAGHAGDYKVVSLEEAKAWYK
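Giardia FBPA (40 nM reagent) was preincubated 10 min at RT with compound (up to 57.5 uM final), then substrate plus GAPDH/TPI/NAD/arsenate coupling system with diaphorase/resazurin was added; resorufin fluorescence (525/598 nm) was read after 20 min.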
AmpC inh no detg: inhibitors of E. coli AmpC beta-lactamase without detergent; P00811; AmpC nitrocefin hydrolysis, absorbance 480 nm, 0.0001% Triton; Potency, µM (series often up to 57.1 µM), without a hit: at the highest dose activity change, negative = inhibition, most hits filed as inhibitors; 0.52% of 330,000 active; AID 485341;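 further: potency means the concentration at half of the fitted maximal effect; plate controls were no compound for no effect and no enzyme for full effect; nearly all actives have a fitted effect of over 20% in size; some results filed as inactive show a strong effect at the top dose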
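20 mM phosphate pH 7.0 + 0.01% (detergent screen) or 0.0001% Triton X-100; 5.3 nM AmpC reagent; cpd preinc 15 min RT; nitrocefin (800 uM stock) to start; A480 q20 s × 4 min; Activity was normalised to no-enzyme and no-compound control wells.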
Sm TGR block: S. mansoni TGR enzyme inhibition; Q962Y6; purified TGR, DTNB reduction, TNB absorbance 405 nm; Potency, µM (top dose mostly 114 µM), for inactives: top-dose activity change, negative = inhibition, usual class: inhibitors; 3% of 360,000 active; AID 485364; further: potency means the concentration at half of the fitted maximal effect; nearly all actives have a fitted effect of over 60% in size
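First, TGR (20 nM dispensed) and NADPH were mixed with compound. Second, a 15 min room-temperature incubation followed. Third, further NADPH and then DTNB were added to start the reaction. Finally, TNB absorbance was monitored kinetically.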
An asterisk follows results filed as active; ? = inconclusive; · = not tested or not shown; [ ] = remark or other dose. Unless noted, the call rests on the fitted dose curve; in most records, active means well fitted curve in the direction sought with a large enough effect; inconclusive means small, poorly fitted or top-dose-only effect, or another doubt; inactive means no such curve, though single readings can be large; an effect the other way counts as inactive or inconclusive. Unless noted, on the % scale 0 is the no-effect control and ±100 the full control effect.

SMILES	HCMV antiviral	AmpC inh detg	AMA1 RON2 block	FBPA Giardia inh	AmpC inh no detg	Sm TGR block
O=C(N/N=C/c1ccc(OC2CSC2)cc1)c1ccc(CN2CCOCC2)cc1	28	-2%	-11%	2%	-12%	8%
COc1ccccc1OCC(=O)N1CCN(C(=O)COc2ccccc2OC)CC1	28	-6%	19%	·	61%[activator]	-2%
COc1ccc(C(=O)N/N=C(\C)c2ccc(NC(=O)Cc3ccccc3)cc2)c(OC)c1	33	-12%	-6%	·	4%	-9%
COc1ccc(CN2C(CC(=O)Nc3cccnc3)c3ccc(C(F)(F)F)cc3S2(=O)=O)cc1 (stereo unspecified)	-32	·	4%	·	17%	·
Cc1cc2nn(-c3ccc(F)cc3)nc2cc1NC(=O)c1ccc(OC(C)C)cc1	20	-1%	·	·	·	-2%
O=C(C[n+]1cc(-c2ccc(F)cc2)n2c1CCC2)Nc1nc(-c2ccccc2)cs1	-8	?	13%[2.32 µM]	3%	108%[activator]	0%
CCCCCNC(=O)CN(c1ccc2c(c1)OCO2)S(C)(=O)=O	16	-15%	-7%	4%	-3%	-2%
CCOC(=O)CSc1nnc(CNc2nc(-c3ccccc3)cs2)n1C	61	0%	0%	-6%	27%	-23%
CCC1CCCCN1C(=O)CSc1nnc2nc(C)cc(C)n12 (stereo unspecified)	-5	7%	-14%	·	-16%	-10%
CC(C)(C)c1ccc(/C=C/C(=O)NC2CCS(=O)(=O)C2)cc1 (stereo unspecified)	-11	3%	6%	0%	44%	12%
Cc1ccc(NC(=O)CCS(=O)(=O)c2ccc3c(c2)oc(=O)n3C)c(Br)c1	-20	0%	·	·	·	32µM*
Cc1noc(C)c1COc1ccccc1C(=O)N(C)CC(=O)Nc1ccc(Cl)c(Cl)c1	-2	-24%	-5%	·	36%	-1%
CC(=O)N(C(C)=O)c1cccc2c(N(C(C)=O)C(C)=O)cccc12	16	?	-2%	0%	-11%	5%
Cc1cc(SCC(=O)NCCC2=CCCCC2)nc2ccccc12	-22	0%	9%	-16%	-25%	3%
COc1ccc2c(c1)c1c(c(=O)n(-c3ccc(OC)c(OC)c3)c(=O)n1Cc1ccc(F)cc1)n2C	11	0%	·	·	·	6%
O=c1cc(Cl)c2ccccc2n1-c1ccccc1	-11	4%	-1%	1%	-14%	-2%
O=S(=O)(c1ccc(Cl)cc1)c1nnn2c1nc(NCc1ccc3c(c1)OCO3)c1sccc12	22	-13%	·	·	·	4%
COc1ccc(C(C)C)cc1S(=O)(=O)NCCc1c(C)[nH]c2ccc(C)cc12	15	7%	·	·	·	-2%
COc1ccc(Nc2nc(N3CCCCC3)nc(N3CCCCC3)n2)c(OC)c1	-16	-14%	-7%	4%	4%	0%
CC(C)=C1C2CCC1C1C(=O)N(c3nc(-c4ccc(C(C)C)cc4)c(C)s3)C(=O)C21 (stereo unspecified)	14	-5%	13%	1%	-26%	-1%
Cc1ccccc1CSc1nnc(C)c(=O)[nH]1	0	?	-10%	3%	-10%	-13%
COc1cc(/C=C/C(=O)OC[C@H]2O[C@H](OC3(CO)OC(CO)C(O)C3O)[C@H](O)[C@@H](O)[C@@H]2O)ccc1O (stereo partly specified)	-12	·	2%	·	-4%	·
CCCN1C(=O)c2cc(C(=O)NC3CCCCCC3)ccc2C1O (stereo unspecified)	162	?	-2%	6%	1.4µM*	5%
O=C(Nc1cc(C(F)(F)F)ccc1Cl)C(Sc1nnc(-c2cccs2)o1)c1ccccc1 (stereo unspecified)	30	-5%	92%[activator]	-3%	-25%	-12%
C/C(=N\Nc1ccc([N+](=O)[O-])cc1[N+](=O)[O-])C(C)(C)C(C(=O)O)C(=O)O	-6	-13%	-9%	9%	-25%	-31%
COc1ccc(OC)c(C2CC(=O)c3c([nH]c(C(=O)OCC4CCCCC4)c3C)C2)c1 (stereo unspecified)	-2	-4%	·	·	·	-1%
Cc1ccc(Cl)cc1NC(=O)CC(O)(C(F)(F)F)C(F)(F)F	-102*	0%	1%	1%	-16%	-20%
COc1ccccc1C1CN(c2ccc(F)cc2F)N=C1c1cccs1 (stereo unspecified)	-12	?	103%[activator]	1%	-48%	0%
Cc1cc(-c2ccc(C)c(S(=O)(=O)N3CCOc4ccc(Cl)cc43)c2)on1	-40	13%	·	·	·	16%
CCOC(=O)C(=Cc1ccc(-n2cncn2)cc1)C(=O)OCC	-100*	2%	5%	0%	-7%	16µM*
COc1cc([N+](=O)[O-])ccc1NC(=O)CSc1nnc(C)c(C)n1	12	-5%	0%	4%	-1%	3%
Cc1cccnc1NC(=O)Nc1ccc(Cl)cc1	60	?	-1%	5%	-5%	-20%
Cc1ccccc1CN(c1ccc(C(=O)NCC2CCCO2)cc1)S(C)(=O)=O (stereo unspecified)	-24	-7%	1%	8%	13%	-7%
NC(=O)C(c1ccccc1)C1CCCCC1 (stereo unspecified)	1	-3%	-8%	1%	-17%	11%
O=C(O)CC1=C(Nc2ccccc2)C(=O)N(c2ccccc2)C1c1ccc(Cl)cc1 (stereo unspecified)	82	-7%	4%	22%	-32%	40µM*
Cc1ccccc1Cn1nnc2c(=O)[nH]c(C3CCN(C(=O)c4ccccc4)CC3)nc21	-9	-2%	·	·	·	3%
O=C(NCc1ccc(F)cc1)c1cc2c(s1)CCCC2	43	2%	0%	1%	-37%	-4%
CO/C(N)=C(\C#N)N=Cc1ccccc1Cl	-7	4%	6%	-9%	-8%	-21%
CCn1cc(C(=O)N[C@@H](C)C(=O)OC)c(=O)c2cc3c(cc21)OCO3	-2	-6%	1%	-1%	-26%	24%
COc1ccc(C(=O)OC(C)C(=O)NC2CCCc3ccccc32)cc1OC (stereo unspecified)	-6	1%	0%	·	1%	1%
CC(C)Cn1c(-c2ccccc2F)n[nH]c1=S	-5	1%	70%[activator]	-8%	-22%	8%
COc1ccc(Nc2ncnc3onc(-c4ccc(Cl)cc4)c23)cc1Cl	-25	6%	·	·	·	10%
COc1ccc(NC(=O)c2ccc3c(c2)C(=O)N(CC2CCCO2)C3=O)cc1 (stereo unspecified)	-18	2%	-6%	3%	-3%	-10%
COc1ccc(OC)c(S(=O)(=O)Nc2cccc(F)c2)c1	44	0%	2%	-1%	-12%	0%
COC(=O)C(Cc1ccc(OC(=O)c2ccccc2C)cc1)N1Cc2ccccc2C1=O (stereo unspecified)	95	-1%	-6%	-5%	46%[activator]	16%
O=C(O)CN1C(=O)S/C(=C\c2cccnc2)C1=O	0	-10%	44%[activator]	-5%	2%	11%
O=C(COC(=O)C1=NN(c2ccccc2)C(=O)CC1)Nc1nc(-c2ccc(F)cc2)cs1	3	·	28%	·	-42%	·
COC(=O)CSc1nc(N)c2c3c(sc2n1)CCCC3	14	-12%	2%	-6%	11%	?
O=C(c1cc2ccc3cccnc3c2[nH]1)N1CCN(c2cccc(C(F)(F)F)c2)CC1	-7	17%	·	·	·	12%
O=C(CCc1nnc(-c2ccsc2)o1)N1CCc2c(Cl)cccc2C1	7	-4%	-5%	3%	20%	18%
Cc1ccc(CNC(=O)CN2CCN(Cc3ccc(C)cc3)C2=O)cc1	32	3%	0%	4%	30%	0%
COc1ccc(/C=C/C(=O)Nc2sc3c(c2C(=O)NCc2cccnc2)CCCC3)cc1	-28	-3%	0%	-1%	322%[activator]	3%
S=C(NCc1ccc2c(c1)OCO2)Nc1ccc(-c2nc3ccccc3[nH]2)cc1	-61*	-4%	-8%	-4%	-39%	-3%
CCCOc1ccc(/C(O)=C2/C(=O)C(=O)N(CCCn3ccnc3)C2c2ccc(C)o2)cc1 (stereo unspecified)	56	8%	43%[activator]	-1%	-20%	?
COc1nn(CC(=O)N2N=C(C(F)F)CC2(O)C(F)F)cc1[N+](=O)[O-] (stereo unspecified)	22	-2%	9%	5%	-10%	-6%
Cc1ccc(-n2ncc3c2CCCC3NC(=O)CSc2ccccn2)cc1C (stereo unspecified)	-33	-3%	-3%	2%	4%	-2%
CCCC1CCC(=NNC(=O)CNc2ccc(OC)cc2)CC1 (stereo unspecified)	8	5%	4%	-6%	-21%	-1%
COc1cc(C(=O)Nc2ccc3c(c2)CCN3C(C)=O)cc(OC)c1OC	-74*	-9%	4%	3%	-21%	0%
O=C(COC(=O)CC1CC2CCC1C2)Nc1ccccc1Cl (stereo unspecified)	-17	·	3%[11.6 µM]	·	23%	·
O=c1[nH]c2ccccc2c(O)c1-[n+]1ccccc1	-26	-2%	-9%	-19%	0%	11%
COC(=O)c1cc(NC(=O)CSc2nnc(CN3CCOCC3)n2C)ccc1Cl	16	-11%	-8%	2%	-14%	1%
